# Screens deposited in PubChem BioAssay by Sanford-Burnham Center for Chemical Genomics.
# NTR1 agonist: NTR1-driven beta-arrestin-GFP spot formation – imaging, U2OS cells, high content, primary screen (AID 493036); P30989; activation, % at 20 µM; hit rate 0.17% among 330,000; agonist mode;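 active = activation at or above 40% of the spot to cytoplasm intensity ratio, with at least 20 cells analyzed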;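 also: 0% = DMSO without peptide and 100% = 100 nM NTR1 peptide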
# Target sequence (P30989 whole entry, looked up): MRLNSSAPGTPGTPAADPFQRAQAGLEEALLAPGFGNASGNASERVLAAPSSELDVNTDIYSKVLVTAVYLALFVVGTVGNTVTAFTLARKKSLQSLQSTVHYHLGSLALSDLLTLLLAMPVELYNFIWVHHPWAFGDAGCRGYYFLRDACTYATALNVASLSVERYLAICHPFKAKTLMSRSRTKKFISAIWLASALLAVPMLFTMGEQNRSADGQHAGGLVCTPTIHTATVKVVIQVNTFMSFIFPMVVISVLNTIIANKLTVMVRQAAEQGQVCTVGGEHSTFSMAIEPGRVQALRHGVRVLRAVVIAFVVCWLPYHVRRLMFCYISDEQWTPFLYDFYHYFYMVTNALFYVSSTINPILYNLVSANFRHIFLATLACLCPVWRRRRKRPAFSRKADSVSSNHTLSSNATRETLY
# NTR1 agonist cell count 20 µM: second read-out of NTR1 agonist, no call of its own (marks repeat the call); cell count; measured here: cell count, cytotoxicity flag
# * hit, by the source's call.
nr | compound | NTR1 agonist | NTR1 agonist cell count 20 µM
1 | COc1ccc(-c2sc3ccccc3c2-c2ccc(O)cc2)cc1 | 26 | 56
2 | CC(=O)Nc1ccc(S(=O)(=O)NCCC(=O)OCC(=O)c2cc(C)ccc2C)cc1 | 0.2 | 60
3 | Nc1cc(=O)[nH]c(SCC(=O)Nc2ccc(N3CCOCC3)cc2)n1 | -0.7 | 63
4 | Cc1ccc(CNC(=O)COC(=O)c2cc(C)oc2C)cc1 | 0.8 | 47
5 | CSc1ccccc1NC(=O)COC(=O)Cc1ccsc1 | 0.5 | 54
6 | COc1cc(NC(=O)c2ccc(S(=O)(=O)N(C)c3ccccc3OC)cc2)cc(OC)c1 | 1.7 | 66
7 | C=CC[C@H](CC(=O)NCCO)C(=O)N[C@H](COC(=O)[C@@H](CC=C)Cc1ccc(F)cc1)c1ccccc1 | 0.3 | 70
8 | CC(=O)Nc1ccc(SCC(=O)NC(=O)c2ccccc2Br)cc1 | 4.1 | 67
9 | CCOC(=O)C1CCCN(C(=O)c2cccc(S(=O)(=O)N(Cc3ccccc3)c3ccccc3OC)c2)C1 (stereo unspecified) | 3.2 | 64
10 | CN(CC(=O)NCc1ccc2c(c1)OCO2)CC(=O)Nc1ccc(F)c(F)c1F | -0.6 | 62
11 | O=C(CN1C(=O)c2cccc([N+](=O)[O-])c2C1=O)N1CCN(S(=O)(=O)c2ccccc2)CC1 | -0.6 | 55
12 | CC(=O)Nc1ccc(S(=O)(=O)N(C)CC(=O)N(C)Cc2sccc2C)cc1 | -1.0 | 53
13 | COc1ccc(NC(=O)CC2SC(N3CCOCC3)=NC2=O)c(OC)c1 (stereo unspecified) | -1.6 | 69
14 | Cc1ccnc(NC(=O)c2cc(S(=O)(=O)NCc3ccccc3)ccc2C)c1 | -0.7 | 51
15 | Cc1[nH]c2ccccc2c1C(=O)C(=O)NC1CC(=O)N(c2ccc(F)cc2)C1 (stereo unspecified) | 0.1 | 52
16 | CC(C)(C)C1CCC(C(=O)Nc2ccccc2N2CCOCC2)CC1 (stereo unspecified) | 4.5 | 56
17 | COc1ccc(C(=O)NCCS(=O)(=O)NC(C)c2ccccc2)cc1 (stereo unspecified) | 0.6 | 58
18 | C[C@]12c3[nH]c4ccccc4c3CCN1C(=O)C(CC(=O)NCCCn1ccnc1)C[C@@H]2C(=O)N1CCOCC1 (stereo partly specified) | -1.6 | 65
19 | CC1CCN(S(=O)(=O)c2ccc(C(=O)N3CCCC(C(F)(F)F)C3)cc2)CC1 (stereo unspecified) | 1.7 | 80
20 | COc1ccc(NC(=O)N(C)C[C@H]2Oc3c(NS(=O)(=O)c4cccs4)cccc3C(=O)N([C@H](C)CO)C[C@@H]2C)cc1 | -0.4 | 63

# 4 entries from above, ordered by SMILES length, highest first.
nr | compound | NTR1 agonist | NTR1 agonist cell count 20 µM
18 | C[C@]12c3[nH]c4ccccc4c3CCN1C(=O)C(CC(=O)NCCCn1ccnc1)C[C@@H]2C(=O)N1CCOCC1 (stereo partly specified) | -1.6 | 65
19 | CC1CCN(S(=O)(=O)c2ccc(C(=O)N3CCCC(C(F)(F)F)C3)cc2)CC1 (stereo unspecified) | 1.7 | 80
13 | COc1ccc(NC(=O)CC2SC(N3CCOCC3)=NC2=O)c(OC)c1 (stereo unspecified) | -1.6 | 69
16 | CC(C)(C)C1CCC(C(=O)Nc2ccccc2N2CCOCC2)CC1 (stereo unspecified) | 4.5 | 56

# Other compounds.
nr | compound | NTR1 agonist | NTR1 agonist cell count 20 µM
21 | COc1ccc(NS(=O)(=O)c2cccc(C(=O)NCCCn3ccnc3)c2)cc1 | 0.1 | 71
22 | NS(=O)(=O)c1cc(C(=O)OCC(=O)Nc2ccc3c(c2)OCO3)ccc1Cl | -0.3 | 63
23 | COc1ccc(NC(=O)CC(C)c2ccccc2)cc1S(=O)(=O)N1CCOCC1 (stereo unspecified) | -0.4 | 93
24 | C=CC[C@@H](CC(=O)OC(C)(C)C)C(=O)OC[C@H]1CCCN1C(=O)[C@@H](CC=C)CC(=O)N[C@H](CO)Cc1ccccc1 | -1.8 | 46
25 | CC(C)(C)OC(=O)C[C@@H]1C/C=C\C[C@@H](CC(=O)N[C@@H](CO)Cc2ccccc2)C(=O)N2CCC[C@@H]2COC1=O | -0.4 | 64
26 | O=C(c1ccccc1)n1c(=O)cc[nH]c1=O | 0.3 | 93
27 | CC1CCCCC1NS(=O)(=O)CCNC(=O)c1ccccc1 (stereo unspecified) | -1.6 | 56
28 | COc1cccc(-c2ccc3c(c2)S(=O)(=O)c2cccc(C(=O)O)c2C3=O)c1OC | 1.8 | 53
29 | Cc1ccccc1-c1cc(C(=O)NCc2cccc(Br)c2)n(CC2CC(c3cccnc3)=NO2)n1 (stereo unspecified) | 17 | 47
30 | O=C(NCSc1ccccc1)c1ccccc1 | -0.7 | 70

# Gathered by group: those above containing an NH in an aromatic ring (four)
nr | compound | NTR1 agonist | NTR1 agonist cell count 20 µM
3 | Nc1cc(=O)[nH]c(SCC(=O)Nc2ccc(N3CCOCC3)cc2)n1 | -0.7 | 63
15 | Cc1[nH]c2ccccc2c1C(=O)C(=O)NC1CC(=O)N(c2ccc(F)cc2)C1 (stereo unspecified) | 0.1 | 52
18 | C[C@]12c3[nH]c4ccccc4c3CCN1C(=O)C(CC(=O)NCCCn1ccnc1)C[C@@H]2C(=O)N1CCOCC1 (stereo partly specified) | -1.6 | 65
26 | O=C(c1ccccc1)n1c(=O)cc[nH]c1=O | 0.3 | 93

# The results go on:
nr | compound | NTR1 agonist | NTR1 agonist cell count 20 µM
31 | CN(C(=O)c1cc(Cl)c2c(c1)OCCO2)c1c(N)n(Cc2ccccc2)c(=O)[nH]c1=O | 0.4 | 67
32 | Nc1c(C(=O)Nc2ccc3c(c2)OCCO3)nnn1Cc1ccc(Br)cc1 | 5.0 | 91
33 | O=C(COC(=O)c1ccccc1NCCO)Nc1cccc(S(=O)(=O)NC2=NCCCCC2)c1 | 0.5 | 67
34 | CCC(CO)Oc1cc(NCc2ccc(C(F)(F)F)cc2)c2ncn(C(C)C)c2c1 (stereo unspecified) | 2.9 | 47
35 | Cc1noc(C)c1C(=O)Nc1cc(S(=O)(=O)N2CCCCC2)ccc1N(C)C | 1.1 | 69
36 | Cc1nnc2ccc(-c3ccc(NS(=O)(=O)c4ccccc4F)cc3)nn12 | 1.3 | 41
37 | O=S(=O)(Nc1ccc(-c2ccc3nncn3n2)cc1)c1cc(F)ccc1F | 2.3 | 68
38 | Cc1ccc(S(=O)(=O)N2C[C@@H]3c4ccccc4N(S(=O)(=O)c4ccc(C)cc4)[C@@H]3[C@@H](C)C2CC(=O)c2ccccc2)cc1 (stereo partly specified) | -0.1 | 27
39 | Cc1noc(C)c1CSCC(=O)Oc1ccc(N(C)S(=O)(=O)c2ccccc2)cc1 | 0.1 | 45
40 | COc1ccc(C(=O)OCC(=O)NCCN2C(=O)CSC2=O)cc1[N+](=O)[O-] | -0.9 | 50
41 | COc1cccc(C(c2c(NC(=O)c3ccco3)sc(C)c2C)N2CCOCC2)c1 (stereo unspecified) | 7.2 | 62
42 | CCN(C(=O)COC(=O)/C=C/c1cccc(Cl)c1)c1c(N)n(Cc2ccccc2)c(=O)[nH]c1=O | 0.4 | 87
43 | COc1ccc(C(=O)CN2C(=O)NC3(CCc4ccccc43)C2=O)c(OC)c1 (stereo unspecified) | 0.1 | 51
44 | Cc1cccc(N2CCN(C(=O)[C@H](C)N3C(=O)C4CC=CCC4C3=O)CC2)c1C (stereo partly specified) | -0.7 | 52
45 | O=C(OCC(=O)N1CCc2ccccc21)[C@@H]1CCCN1S(=O)(=O)c1ccccc1F | 2.9 | 67
46 | COc1ccc([C@H]2CC(=O)C=C(c3ccc(SC)cc3)C2)cc1OC | 2.4 | 64
47 | CC12CCC(=O)N1C(C(=O)Nc1ccc(Cl)c(Cl)c1)CS2 (stereo unspecified) | 0.3 | 42
48 | Cc1ccc(S(=O)(=O)N(C)C)cc1NC(=O)COC(=O)C1CCN(S(=O)(=O)c2cccs2)CC1 | 0.4 | 78
49 | COc1ccc2c(c1)OC[C@H]1[C@H]2N2C(=O)c3cc(OC)ccc3NC(=O)[C@@]2(C)[C@H]1c1ccccc1 | -2.2 | 83
50 | OC1CCCCC1 | -2.5 | 42

# Single records, from the list above. Order of values: NTR1 agonist | NTR1 agonist cell count 20 µM
# `CC(=O)Nc1ccc(S(=O)(=O)NCCC(=O)OCC(=O)c2cc(C)ccc2C)cc1` as listed: 0.2 | 60
# `COc1cc(NC(=O)c2ccc(S(=O)(=O)N(C)c3ccccc3OC)cc2)cc(OC)c1` as listed: 1.7 | 66
# `C[C@]12c3[nH]c4ccccc4c3CCN1C(=O)C(CC(=O)NCCCn1ccnc1)C[C@@H]2C(=O)N1CCOCC1` (stereo partly specified) as listed: -1.6 | 65
# `COc1ccc(C(=O)OCC(=O)NCCN2C(=O)CSC2=O)cc1[N+](=O)[O-]` as listed: -0.9 | 50
# `Nc1c(C(=O)Nc2ccc3c(c2)OCCO3)nnn1Cc1ccc(Br)cc1` as listed: 5.0 | 91

# (next part)
nr | compound | NTR1 agonist | NTR1 agonist cell count 20 µM
51 | Cc1cc(C(=O)NCC(c2ccco2)N2CCCC2)c2ccccc2n1 (stereo unspecified) | 1.7 | 52
52 | COc1cccc(C(=O)NCCS(=O)(=O)N2CCC(C)CC2)c1 | 0.1 | 55
53 | CC(=O)NCc1ccc(C(=O)CN2C(=O)NC3(CCCCC3C)C2=O)s1 (stereo unspecified) | -0.5 | 77
54 | COc1ccc(N2CCN(S(=O)(=O)CCNC(=O)COc3ccccc3)CC2)cc1 | -0.1 | 76
55 | O=C(NCc1ccc(F)cc1)c1cccc2c1C(=O)c1ccc(N3CCOCC3)cc1S2(=O)=O | -1.3 | 55
56 | COc1ccc(Br)cc1C(=O)CCC(=O)OCC(=O)Nc1cc(C(N)=O)cc(C(N)=O)c1 | -0.2 | 50
57 | Cc1nn(-c2ccccc2)c(C)c1NC(=O)COC(=O)c1cc(Br)ccc1O | 5.3 | 54
58 | O=C(c1ccc(-n2cncn2)c([N+](=O)[O-])c1)N1CCN(S(=O)(=O)c2c(F)cccc2F)CC1 | 0.3 | 50
59 | O=C(Nc1ccc(S(=O)(=O)Nc2cnc3ccccc3n2)cc1)c1ccc(Cl)cc1Cl | 1.0 | 42
60 | O=C(c1cccc(S(=O)(=O)NCc2ccccc2)c1)N1CCN(c2ccc(F)cc2)CC1 | 0.2 | 58

# Entries listed so far containing a nitro group on carbon, in the order listed:
nr | compound | NTR1 agonist | NTR1 agonist cell count 20 µM
11 | O=C(CN1C(=O)c2cccc([N+](=O)[O-])c2C1=O)N1CCN(S(=O)(=O)c2ccccc2)CC1 | -0.6 | 55
40 | COc1ccc(C(=O)OCC(=O)NCCN2C(=O)CSC2=O)cc1[N+](=O)[O-] | -0.9 | 50
58 | O=C(c1ccc(-n2cncn2)c([N+](=O)[O-])c1)N1CCN(S(=O)(=O)c2c(F)cccc2F)CC1 | 0.3 | 50

# The list is partial; count on the stated rates, not on these rows.
